# MrgX1 allo act: allosterically activates human MrgX1 receptor signaling; MrgX1-HEK293, Fluo-4 calcium flux, FDSS; hits give high values; B-score at 10 µM; 0.63% of 310,000 active;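 active means plate-corrected calcium response at least 3 library SD above typical, normal starting fluorescence, not activating the receptor alone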;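 further: compound read alongside a low EC10 to EC30 dose of BAM8-22 agonist; peak minus trough fluorescence over baseline measured at the second addition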
# MrgX1 antag: antagonists of human MrgX1 receptor | MRGX1-HEK293 calcium flux, Fluo-4, BAM8-22 antagonism; hits give low values | AID 588676 | 1.3% of 310,000 active | B-score at 10 µM | Q96LB2;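 active means calcium-response B-score plate-corrected more than 3 library SD below zero, starting fluorescence within 5 deviations, no agonist response on first addition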;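 further: peak minus trough fluorescence over baseline after final BAM8-22 challenge near maximal dose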
# TRPC4 potent: allosterically enhances the mouse TRPC4 cation channel. Q9QUQ5. HEK293 TRPC4beta/mu-opioid, DAMGO EC20, Fluo-4 Ca2+ flux; hits give high values. B-score at 10 µM. 0.42% of 310,000 active. AID 2227;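 active means B-score of calcium response area above 5 SD of library B-scores, with initial fluorescence ratio within 5 SD of library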;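 further: B-score of integrated fluorescence ratio over time as area under calcium response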
# TRPC4 act: opens the mouse TRPC4 cation channel; 0.49% of 310,000 active; Q9QUQ5; HEK293 TRPC4beta/mu-opioid, Fluo4 calcium fluorescence; hits give high values; B-score at 10 µM;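 active means B-score above 5 SD of library B-scores, and initial fluorescence ratio not above library mean plus 5 SD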;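 further: positive B-score marks a calcium rise read as TRPC4 activation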
#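 Material: HEK293 stable line with TRPC4beta plus mu-opioid receptor; technique: Fluo4 calcium-sensitive dye fluorescence, kinetic, 1 Hz baseline; timing: Fluo4 dye loading 45 min at room temperature, 110 s recording; controls: assay buffer as low control, maximal DAMGO as high control; read-out: integrated baseline-normalised fluorescence ratio, converted to per-well B score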
# RGS4 inh: human RGS4 inhibition; P49798; HEK293 M3R/RGS4 inducible, Fluo-4 calcium flux; hits give high values; triggered by carbachol at its EC20; B-score at 10 µM; 0.45% of 310,000 active; AID 463165;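 active means B-score, a plate-corrected calcium signal, over three deviations above library mean, with baseline fluorescence within five deviations of library mean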;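 further: RGS4 expression induced by doxycycline in cells with stable M3 receptor; B-score is computed from the integrated fluorescence ratio over baseline after carbachol; higher B-score means a larger calcium signal and so more RGS4 inhibition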
# TMEM16A act: activates or potentiates the mouse TMEM16A chloride channel; Q8BHY3; HEK293 TMEM16A/YFP-H148Q/I152L, iodide quench fluorescence; hits give low values; B-score at 10 µM; 0.3% of 340,000 active; AID 623877;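 active means fluorescence-ratio B-score plate-corrected deviation score at least 3 library SD below zero, with starting fluorescence score within 5 deviations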;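 further: channel opened by trigger with iodide after compound preincubation; score built on the fluorescence ratio of max minus min over baseline; more negative score means more quench and so TMEM16A activation or potentiation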
# Target sequence (Q8BHY3 whole entry, looked up): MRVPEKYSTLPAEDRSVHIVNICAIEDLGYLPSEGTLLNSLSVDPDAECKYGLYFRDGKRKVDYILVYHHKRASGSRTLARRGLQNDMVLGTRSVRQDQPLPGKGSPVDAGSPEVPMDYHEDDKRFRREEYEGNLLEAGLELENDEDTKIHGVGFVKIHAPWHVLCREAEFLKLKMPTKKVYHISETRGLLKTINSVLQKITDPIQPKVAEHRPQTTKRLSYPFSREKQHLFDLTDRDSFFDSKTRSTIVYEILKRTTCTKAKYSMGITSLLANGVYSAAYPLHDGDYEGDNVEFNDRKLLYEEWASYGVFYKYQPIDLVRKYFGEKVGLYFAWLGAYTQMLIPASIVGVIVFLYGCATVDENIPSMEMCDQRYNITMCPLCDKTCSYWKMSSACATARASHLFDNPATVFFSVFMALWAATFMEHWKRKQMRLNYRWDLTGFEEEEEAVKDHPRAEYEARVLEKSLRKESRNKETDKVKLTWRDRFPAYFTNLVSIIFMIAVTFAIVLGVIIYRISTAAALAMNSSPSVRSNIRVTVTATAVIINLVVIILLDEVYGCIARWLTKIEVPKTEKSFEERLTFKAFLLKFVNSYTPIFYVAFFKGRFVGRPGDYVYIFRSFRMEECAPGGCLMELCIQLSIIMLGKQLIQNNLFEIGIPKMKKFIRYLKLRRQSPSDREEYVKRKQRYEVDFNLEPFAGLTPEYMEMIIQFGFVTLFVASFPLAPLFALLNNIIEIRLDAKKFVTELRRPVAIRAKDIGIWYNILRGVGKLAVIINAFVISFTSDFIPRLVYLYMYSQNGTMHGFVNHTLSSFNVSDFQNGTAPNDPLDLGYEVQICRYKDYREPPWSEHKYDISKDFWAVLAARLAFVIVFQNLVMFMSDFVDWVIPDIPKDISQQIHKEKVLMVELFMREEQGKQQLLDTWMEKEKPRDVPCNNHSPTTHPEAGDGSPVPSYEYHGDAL
# TRPC6 act: activates the mouse TRPC6 cation channel. Q61143. HEK293-TRPC6 membrane potential dye fluorescence; hits give high values. B-score at 10 µM. 0.13% of 310,000 active. AID 2550;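 active means B-score of the integrated fluorescence ratio above library mean plus 3 SD, and starting fluorescence ratio within library mean plus 5 SD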;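 further: higher score means more depolarization so channel activation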
# ANO1 block: blocks the mouse calcium-activated chloride channel TMEM16A. Q8BHY3. HEK293 TMEM16A/YFP iodide influx fluorescence, ionomycin. normalized B-score (activity score, 25-100; higher = stronger inhibition) at 10 µM. 1.2% of 310,000 active;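 active means ratio plate-corrected score three or more library SD toward inhibition, starting fluorescence score within five deviations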;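 further: score derived from kinetic fluorescence span divided by baseline fluorescence per well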
# MrgX1 agonist: activates human MrgX1 receptor signaling; Q96LB2; MrgX1-HEK293 cells, Fluo-4 calcium fluorescence, agonist mode; hits give high values; B-score at 10 µM; 0.44% of 310,000 active; AID 588627;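 active means calcium response B-score plate-corrected fluorescence ratio at least 3 library SD, with starting fluorescence B-score inside 5 SD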
#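 Test system: HEK293 cells stably expressing human MrgX1 receptor; Input: fifteen thousand cells per well; Dosing: compound delivered in addition one of three; Schedule: overnight seeding, then 1 h dark dye loading; Technique: Fluo-4 NW calcium fluorescence; Measure: B-scored fluorescence response ratio; Controls: positive and negative controls per plate.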
# TRPC4 block: TRPC4 (mouse) channel inhibition; Q9QUQ5; HEK293 TRPC4beta/mu-opioid, DAMGO-evoked Fluo4 calcium flux; hits give low values; B-score at 10 µM; 0.39% of 300,000 active;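 active means B-score over 3 SD under the library average, no early fluorescence shift, positive overall ratio signal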
#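 Assay system: Stable TRPC4beta/mu-opioid receptor HEK293 cells | Reagent: DAMGO in two steps, submaximal then maximal | Compound dosing: Single concentration per test compound | Signal: Fluo4 Ca2+ flux fluorescence | Evaluation: Per-well B score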
# TRPC6 inh: blocks the mouse TRPC6 cation channel; Q61143; HEK293-TRPC6, membrane potential dye, ACh-evoked depolarization; hits give low values; B-score at 10 µM; 1.1% of 310,000 active;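 active means B-score under library mean minus 3 SD, initial fluorescence not abnormally high, positive integrated signal ratio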;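 further: B-score derived from integrated fluorescence ratio over the kinetic read; more negative B-score means stronger inhibition of depolarization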
# * hit, by the source's call; i = inactive; . = not tested or not shown. Hits appear at their usual frequency; about 5.8% have a hit in one of these screens.
# Value order: MrgX1 allo act	MrgX1 antag	TRPC4 potent	TRPC4 act	RGS4 inh	TMEM16A act	TRPC6 act	ANO1 block	MrgX1 agonist	TRPC4 block	TRPC6 inh
- C=C(C)COc1ccc(-c2n[nH]c(C)c2-c2ccc(OC)c(OC)c2)c(O)c1
  i	i	i	i	i	i	i	i	i	i	i
- Cc1ccc(CC(=S)N2CCOCC2)cc1
  i	i	i	i	i	i	i	i	i	i	i
- COc1ccc(/C=C/C(=O)Nc2cc(C)on2)cc1
  i	i	i	i	i	i	i	i	i	i	i
- CC(=O)c1cc2c(cc1NS(=O)(=O)c1ccc(F)cc1)OCO2
  i	i	i	i	i	i	i	i	i	i	i
- Clc1cc(Cl)cc(C2=NCCC(c3ccccc3)O2)c1 (stereo not given)
  i	i	i	i	i	.	i	i	i	i	i
- CCOC(=O)c1nn(-c2ccccc2)c(=O)cc1SC(C)CC (stereo not given)
  i	i	i	i	i	i	i	i	i	i	i
- CCOC(=O)NC1(C(F)(F)F)C(=O)NC(C)=C1C#N (stereo not given)
  i	i	i	i	i	i	i	i	i	i	i
- O=C(OCc1nnc(-c2ccccc2)o1)c1cc(S(=O)(=O)N2CCOCC2)c(Cl)cc1Cl
  i	i	i	i	i	i	i	i	i	i	i
- CC1CCN(CC(=O)NCc2ccccc2)CC1
  i	i	i	i	i	i	i	i	i	i	i
- O=c1[nH]c(=O)n(C(c2ccccc2)c2ccccc2)cc1Br
  i	i	i	i	i	i	i	i	i	i	i
- COc1ccc(-c2cn3ccccc3n2)cc1OC
  i	i	i	i	i	i	i	i	i	i	i
- Cc1ccc(NC(=O)CN(C)Cc2cccs2)cc1Cl
  i	i	i	i	i	i	i	i	i	i	i
- CCn1c(O)c(N=NC2=NC(=O)CS2)c2cc(C)ccc21
  i	i	i	i	i	i	i	i	i	i	i
- C=CCOc1ccc(C2NC(=S)NC3=C2CCc2ccccc23)cc1 (stereo not given)
  i	i	i	i	i	i	i	i	i	i	i
- CCOc1ccc(S(=O)(=O)N2CCCCC2)c2ccccc12
  i	i	i	i	i	i	i	25*	i	i	i
- CC(=O)c1ccc(NC(=O)c2cn(-c3ccccc3)nc2-c2ccncc2)cc1
  i	i	i	i	i	i	i	i	i	i	i
- Cc1ccc([N+](=O)[O-])cc1S(=O)(=O)N1CCCN(C)CC1
  i	i	i	i	i	i	i	i	i	i	i
- CC1CCC(C(C)C)C2=C1C(C#N)(C#N)C(C#N)(C#N)C(c1ccccc1)N2 (stereo not given)
  i	i	i	i	i	i	i	i	i	i	i
- NC(=O)c1cccnc1Nc1ccccc1F
  i	i	i	i	i	i	i	i	i	i	i
- CN(C)CCN1C(=O)C(O)=C(C(=O)c2cc3ccccc3o2)C1c1ccccn1 (stereo not given)
  i	i	i	i	i	.	i	i	i	i	i
- COc1ccccc1-c1nnc(SCC(=O)N2CCCCC2)o1
  i	i	i	i	i	i	i	i	i	i	i
- CSc1ccccc1NC(=O)c1cc(-c2cccnc2)nc2ccc(Br)cc12
  i	i	i	i	i	i	i	i	i	i	i
- Cn1c(CNC(=O)c2ccccc2F)nnc1SCC(=O)NCc1ccccc1
  i	i	i	i	i	i	i	i	i	i	i
- O=C(CSCc1cnn(-c2ccccc2)c1-n1cccc1)NCCN1CCOCC1
  i	i	i	i	i	i	i	i	i	i	i
- Cc1csc(NC(=O)CSc2nc3ccccc3c3c2CCCC3)n1
  i	i	i	i	i	i	i	i	i	i	i
- OCCN1CCN(CC(O)COc2ccc3ccccc3c2)CC1 (stereo not given)
  i	i	i	i	i	i	i	i	i	i	i
- Cc1cccc(-c2noc(CN(C(=O)C(c3ccccc3)c3ccccc3)C(C)C)n2)c1
  i	i	i	i	i	i	i	i	i	i	i
- Cc1ccnc(NC(=O)COc2c(C)cc(C)cc2[N+](=O)[O-])c1
  i	i	i	i	i	i	i	i	i	i	i
- Fc1cnc(Cl)nc1NC1CCCCC1
  i	i	i	i	i	i	i	i	i	i	i
- CCN1C(=O)N[C@H](c2ccccc2)C(C(C)=O)=C1C
  i	i	i	i	i	i	i	i	i	i	i
- Cc1ccc2[nH]c(CNC(=O)c3ccccc3F)cc2c1
  i	i	i	i	i	i	i	i	i	i	i
- Cn1c(SCCOc2ccc(F)cc2)nnc1-c1ccncc1
  i	i	i	i	i	i	i	i	i	i	i
- O=C(NC(=S)Nc1ccccc1N1CCCC1)c1cccc(F)c1
  i	i	i	i	i	i	i	i	i	i	i
- COc1ccccc1NS(=O)(=O)c1ccc(-c2cnc(C3CC3)o2)cc1
  i	-5.2*	i	i	i	i	i	i	i	i	i
- COc1cc(C(=O)Nc2nnc(CC(=O)NCc3ccccc3)s2)cc(OC)c1OC
  i	i	i	i	i	i	i	i	i	i	i
- O=C(N/C=C\c1ccccc1)NCc1ccc(Cl)cc1
  i	i	i	i	i	i	i	i	i	i	i
- O=C(c1ccc(F)cc1)c1cc2ccc(O)cc2oc1=O
  i	i	i	i	i	i	i	i	i	i	i
- Cc1ccc(NC(=O)COC(=O)[C@H](C)N2C(=O)C3CC=CCC3C2=O)cc1S(=O)(=O)N(C)C (stereo not given in full)
  i	i	i	i	i	i	i	i	i	i	i
- O=C(N/N=C/c1ccc(Sc2ccccn2)o1)c1cc2ccccc2cc1O
  i	i	i	i	i	i	i	i	i	i	i
- Clc1ccc(CSc2nccn2Cc2ccccc2)cc1
  i	i	i	i	i	i	i	100*	i	i	i
- Cc1ccc(S(=O)(=O)N(C)c2cc(S(N)(=O)=O)c(C)cc2C)cc1
  i	i	i	i	i	i	i	i	i	i	i
- O=C(c1cnn2cccnc12)N1CCN(c2ccccc2)CC1
  i	i	i	i	i	i	i	i	i	i	i
- COc1ccc(OCCC(=O)NCCN2CCOCC2)cc1
  i	i	i	i	i	i	i	i	i	i	i
- COc1ccc2cc(-c3ccccc3)c(=O)oc2c1
  i	i	i	i	i	i	i	i	i	i	i
- COc1ccc(CNn2c(C)nc3ccccc3c2=O)cc1
  i	i	i	i	i	i	i	i	i	i	i
- Cc1ccc(C)c(N2CCN(C(=O)c3ccc(NS(=O)(=O)c4c(C)noc4C)cc3)CC2)c1
  i	i	i	i	i	i	i	i	i	i	-6.5*
- Cc1ccc(NC(=O)CCNS(=O)(=O)c2ccc3c(c2)CCC(=O)N3)cc1F
  i	i	i	i	i	i	i	i	i	i	i
- COc1ccc(C2CC(c3c(O)cc(C)oc3=O)=NCCS2)c(OC)c1 (stereo not given)
  i	i	.	.	.	i	.	i	i	.	.
- COc1ccccc1-n1c(SCC(N)=O)nnc1-c1ccc(S(=O)(=O)N2CCCCC2)cc1
  i	i	i	i	i	i	i	i	i	i	i
- C=CCNC(=O)c1onc(CSc2ccc(F)c(F)c2)c1C(=O)NCC=C
  i	i	i	i	i	i	i	i	i	i	i
- Cc1c(C)n(Cc2ccc(Cl)cc2)c2ccc(C(=O)NCCCN3CCOCC3)cc12
  i	i	i	i	i	i	i	i	i	i	i
- COc1ccc(CC(=O)N2CCN=C2SC)cc1
  i	i	i	i	i	i	i	i	i	i	i
- CCOC(=O)c1cnn(-c2ccccc2)c1-n1cccc1C(=O)C(=O)N(C)C
  i	i	i	i	i	i	i	i	i	i	i
- CNC(=O)C(Sc1ccccc1)c1ccccc1 (stereo not given)
  i	i	i	i	i	i	i	i	i	i	i
- COc1ccccc1/C=N/Nc1nc(C)c(C(C)=O)s1
  i	i	i	i	i	i	i	i	i	i	i
- O=C(NNC(=O)c1cccc(S(=O)(=O)N2CCN(c3ccccc3)CC2)c1)c1ccc(Cl)cc1
  i	i	i	i	i	i	i	i	i	i	i
- O=C(NCC1CCCO1)C(c1ccco1)N(Cc1ccc(F)cc1)C(=O)CN1C(=O)c2ccccc2S1(=O)=O (stereo not given)
  i	i	i	i	i	i	i	i	i	i	i
- COc1ccc(-c2nonc2NC(=O)c2oc3ccccc3c2C)cc1OC
  i	i	i	i	i	i	i	i	i	i	i
- CC1CN(C(=O)c2cc(F)c(F)cc2Cl)CC(C)O1 (stereo not given)
  i	i	i	i	i	i	i	i	i	i	i
- COc1ccc(CN(C(=O)c2cnccn2)C(C(=O)Nc2ccc(F)cc2)c2ccccc2)cc1 (stereo not given)
  i	i	.	.	.	i	.	i	i	.	.

# Additional structures
# Value order: MrgX1 allo act	MrgX1 antag	TRPC4 potent	TRPC4 act	RGS4 inh	TMEM16A act	TRPC6 act	ANO1 block	MrgX1 agonist	TRPC4 block	TRPC6 inh
- COc1ccc(S(=O)(=O)N2CCCC(C(=O)NCC3CCCO3)C2)cc1Cl (stereo not given)
  i	i	i	i	i	i	i	i	i	i	i
- C=CC[n+]1c(C)csc1Nc1ccc(C(=O)O)cc1
  i	i	i	i	i	i	i	i	i	i	i
- COCCCn1c(=S)[nH]c2c(sc3ccccc32)c1=O
  i	i	i	i	i	i	i	i	i	i	i
- CN(C)S(=O)(=O)N1CCN(CC(O)COc2ccc(C(=O)c3ccccc3)cc2)CC1 (stereo not given)
  i	i	i	i	i	i	i	i	i	i	i
- CC(C)CCn1cnc2c(cnn2-c2ccc(Cl)cc2)c1=O
  i	i	i	i	i	i	i	i	i	i	i
- COc1ccc(CCNC(=O)Cn2nc([N+](=O)[O-])c(Br)c2C)cc1OC
  i	i	i	i	i	i	i	i	i	i	i
- O=S(=O)(Nc1cccc(-c2ccc(N3CCCCCC3)nn2)c1)c1cccc(F)c1
  i	i	i	i	i	i	i	i	i	i	i
- CCCCC(=O)N1CCN(c2nc3ccc(Cl)cc3s2)CC1
  i	i	i	i	i	i	i	25*	i	i	i
- COc1cc(CC(=O)Nc2nccs2)cc(OC)c1OC
  i	i	i	i	i	i	i	i	i	i	i
- O=C(CSc1ccccn1)Nc1ccc(Br)cn1
  i	-5.3*	i	i	i	i	i	i	i	i	i
- CCOC(=O)CN1C(=O)c2ccccc2C1=O
  i	i	i	i	i	i	i	i	i	i	i
